Screening results deposited in PubChem by Broad Institute.
PGC1a acetyl inh – lowers PGC1a acetylation signal in U2OS cells; 0.17% of 350,000 active; AlphaScreen anti-acetyl-lysine; with virally co-expressed GCN5 acetyltransferase; AID 651687; inhibition, % at 15.6 µM;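 active = every replicate shows inhibition of at least 40%; inconclusive = mean inhibition at least 40% but some replicate below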;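 note: 0% = neutral control wells and 100% = positive control wells; some results beyond the cut were filed as inactive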
miR122 inh – inhibitors of miR-122 in Huh7 cells | Huh7 miR-122 Renilla luciferase sensor, 48 h; neutral wells = 0, positive control = 100 | activation (reporter increase), % at 12.5 µM | 0.3% of 340,000 active | AID 602342;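 active = mean replicate activation score at least 90 and every replicate individually at or above 90; inconclusive = only one of the two criteria met; inactive = neither criterion met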;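 note: higher luciferase means less miR-122 activity so hits act as miR-122 inhibitors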
Cneo AK release – causes C. neoformans cell lysis; adenylate kinase release luminescence, 4 h; normalised: neutral wells 0, clomiphene wells 100; lysis activity, % at 15 µM; 0.2% of 360,000 active;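 active = mean lysis activity across replicates of at least 80%, whatever share of replicates individually reach that level; inactive = mean lysis activity below 80%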
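Schedule: static 4 h at 37 °C with compound, 1 h detection; system: C. neoformans cells; benchmarks: Clomiphene as positive control; buffer or medium: fresh YPD medium; measure: luminescence rise reflecting yeast cell lysis; measured by: luminescent adenylate kinase detection reagent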
Active calls of the source: *; ? = inconclusive.

SMILES | PGC1a acetyl inh | miR122 inh | Cneo AK release
Fc1cc2nccnc2cc1N1CCSCC1 | 12 | -10 | 1
COc1ccc(-c2cc(=O)n(-c3nc4ccccc4[nH]3)[nH]2)cc1 | -13 | -12 | -2
CSc1nc2c(c(-c3ccc(O)cc3)c1C#N)CCC2 | -10 | 6 | 7
Cc1cccnc1NC(=O)c1c(O)c2ccccc2n(C)c1=O | 5 | 16 | 7
O=S(=O)(Cc1cc(Oc2ccccc2)nc(-c2ccccc2)n1)c1ccccc1 | -9 | 4 | 2
Cn1c(N)c(C(=O)COC(=O)CCCc2c[nH]c3ccccc23)c(=O)n(C)c1=O | -2 | -1 | 4
CCC(c1nnnn1Cc1ccccc1)N(Cc1ccco1)Cc1cc2cc(OC)ccc2[nH]c1=O (stereo not drawn) | -3 | -2 | 7
Cc1nnc(SCc2cn3ccsc3n2)n(N)c1=O | -8 | 2 | 1
Cc1ccc(C(=O)N/N=C/c2sc(=O)n(Cc3cccc(C(=O)O)c3)c2Cl)cc1 | 11 | 0 | 4
COc1ccccc1NC(=O)N1CCN(c2ncccn2)CC1 | 3 | -8 | 2
Cc1ccc(OCC(=O)N(Cc2ccco2)C2CCS(=O)(=O)C2)cc1C (stereo not drawn) | 0 | -4 | 2
CCOc1ccc2c(C)c(Cl)c(=O)oc2c1 | -7 | -2 | 2
CCOC(=O)CNC(=O)c1nn(-c2cccc(OC)c2)c(=O)c2ccccc12 | -6 | 3 | -2
COC(=O)c1[nH]c2ccc(C)cc2c1NS(=O)(=O)c1ccc(F)cc1 | 4 | 3 | -4
COc1ccc2[nH]c(C)c(CCN(Cc3cccs3)C(=S)Nc3ccc(F)cc3)c2c1 | -6 | 6 | -1
CCCCOc1ccccc1NC(=O)CC1SC(=NCC)N(CC)C1=O (stereo not drawn) | -4 | -2 | 1
COCCN1C(=O)C(=O)/C(=C(/O)c2ccc(S(=O)(=O)N3CCOCC3)cc2)C1c1cccc([N+](=O)[O-])c1 (stereo not drawn) | 0 | -8 | 2
CCOC(=O)CON1C(=O)C(C)(C)N(OCC(=O)OCC)C(=O)C1(C)C | 10 | -5 | -5
Cc1cc(C)nc(NN2C(=O)C=CC2=O)n1 | 5 | 6 | 1
CCC(=O)N1CCN(c2ccc(NC(=S)NC(=O)c3cccc([N+](=O)[O-])c3)cc2)CC1 | -4 | 7 | -2
CCOc1cc(C)nc(NCCc2ccc(OC)c(OC)c2)n1 | 16 | -7 | 0
CC(C)NC(=O)c1cc2cc([N+](=O)[O-])ccc2s1 | 27 | -2 | 0
Oc1ccc(-c2cn3c(n2)SCC3)cc1 | -13 | 3 | -2
COc1ccc(NC(=O)CSc2nnc(-c3cccnc3)o2)cc1 | 9 | -7 | -1

Whole records as entered above:
`CCOC(=O)CON1C(=O)C(C)(C)N(OCC(=O)OCC)C(=O)C1(C)C` across the screens: PGC1a acetyl inh = 10; miR122 inh = -5; Cneo AK release = -5
`O=S(=O)(Cc1cc(Oc2ccccc2)nc(-c2ccccc2)n1)c1ccccc1` across the screens: PGC1a acetyl inh = -9; miR122 inh = 4; Cneo AK release = 2
`CCC(c1nnnn1Cc1ccccc1)N(Cc1ccco1)Cc1cc2cc(OC)ccc2[nH]c1=O` (stereo not drawn) across the screens: PGC1a acetyl inh = -3; miR122 inh = -2; Cneo AK release = 7

(continued)
SMILES | PGC1a acetyl inh | miR122 inh | Cneo AK release
COc1ccccc1CN1CC(C(=O)NC2CCCCC2)CC1=O (stereo not drawn) | 20 | -1 | 11
COc1ccc(CCn2c(=N)c(C(=O)N3CCN(C)CC3)cc3c(=O)n4ccccc4nc32)cc1 | -27 | -2 | 2
Cc1cc2c(OCC(O)CNC(C)(C)C)cccc2[nH]1 (stereo not drawn) | 6 | -5 | 8
Cc1nnc(SCC(=O)NC2CC2)n1CCc1ccccc1 | 7 | -10 | -1
COc1ccc(NC2=C(C)C(=O)CC2)cc1 | -6 | 3 | 1
Cc1c(NC(=O)CSc2nc3ccc(Cl)cc3[nH]2)c(=O)n(-c2ccccc2)n1C | 3 | -14 | 3
CCCn1nnnc1SCC(=O)NCc1ccc(OC)cc1 | 10 | 3 | 3
CCOc1ccc2nc(N(CCN(C)C)C(=O)/C=C/c3cccs3)sc2c1 | 4 | 5 | 12
Cc1ccc(NC(=O)CCN2C(=O)CSC2=O)c(C)c1 | -19 | -3 | 0
CCOc1ccc(Br)cc1/C=N/NC(=O)c1ccncc1 | 24 | 9 | -1
CN(C)CCNc1c2c(c(C#N)c3nc4ccccc4n13)CCCC2 | -4 | 6 | -2
CCOC(=O)N1CCC(NC(=O)C(C)n2c3ccccc3c3cnn(C)c(=O)c32)CC1 (stereo not drawn) | -5 | -3 | 4

Exported with two lines to a compound: six of the compounds above.
Second line of a record – PGC1a acetyl inh	miR122 inh	Cneo AK release
Cc1ccc(C(=O)N/N=C/c2sc(=O)n(Cc3cccc(C(=O)O)c3)c2Cl)cc1
 : 11	0	4
COc1ccccc1NC(=O)N1CCN(c2ncccn2)CC1
 : 3	-8	2
Cc1ccc(OCC(=O)N(Cc2ccco2)C2CCS(=O)(=O)C2)cc1C (stereo not drawn)
 : 0	-4	2
CCOc1ccc2c(C)c(Cl)c(=O)oc2c1
 : -7	-2	2
CCOC(=O)CNC(=O)c1nn(-c2cccc(OC)c2)c(=O)c2ccccc12
 : -6	3	-2
COC(=O)c1[nH]c2ccc(C)cc2c1NS(=O)(=O)c1ccc(F)cc1
 : 4	3	-4

(next part)
SMILES | PGC1a acetyl inh | miR122 inh | Cneo AK release
O=C(COc1ccccc1)NCC(=O)Nc1ccc(S(=O)(=O)NCc2ccco2)cc1 | -7 | 3 | 2
CCOc1ncccc1C(=O)OCC(=O)NCCc1ccc(OC)cc1 | 0 | -3 | 3
CCOC(=O)c1c(-c2ccccc2)csc1NC(=O)c1ccc(S(=O)(=O)N2CC(C)OC(C)C2)cc1 (stereo not drawn) | 0 | -8 | -1
O=C(CC(C(=O)O)C1CCCO1)NCc1ccccc1 (stereo not drawn) | -2 | 0 | 3
Cc1ccc(-c2cc(C(F)F)n3ncc(C(=O)N4CCN5CCCC5C4)c3n2)cc1 (stereo not drawn) | -6 | -2 | 3
Cc1ccc(CCNc2ccccc2C)cn1 | -15 | -6 | 1
COc1ccc(Cl)cc1-n1c(=S)sc2c(=O)[nH]c(SCC(=O)NCC3CCCO3)nc21 (stereo not drawn) | 3 | 1 | 6
Cn1c(=S)[nH]c2cccnc21 | 17 | 4 | 0
CCOc1ccccc1CNC(=O)Cn1nc(C)c2c(C)n(-c3ccc(C)cc3)nc2c1=O | 11 | -7 | 0
O=C(N/N=C/C(Cl)=C/c1ccccc1)c1cnccn1 | -1 | 1 | 2
Cc1ccc(NC(=O)COC(=O)CN2CSCC2=O)cc1C | 5 | -4 | 0
Cc1cccc2cc(CN(CC3CCCO3)C(=O)c3ccco3)c(=O)[nH]c12 (stereo not drawn) | -10 | 0 | 0
COc1ccccc1N1CCN(C(=O)COc2ccc(C)cc2Br)CC1 | -24 | -4 | 1
C=CCNC(=O)C1CC(=O)N(c2ccc(Br)cc2)C1 (stereo not drawn) | -8 | -2 | 1
COc1ccccc1S(=O)Cc1ccc(C(=O)O)o1 (stereo not drawn) | -4 | -2 | -1
COc1cccc(Nc2nnc(SCn3nnc4ccccc4c3=O)s2)c1 | -4 | 2 | 0
Nc1nnc(SCC(=O)Nc2cc(C(F)(F)F)ccc2N2CCOCC2)s1 | -9 | -1 | -1
COC(=O)c1ccccc1NC(=O)CSc1nnnn1C | 1 | 5 | -1
O=C1N(CCCN2C(=O)C3(OCCO3)c3ccccc32)c2ccccc2C12OCCO2 | 0 | 1 | 1
CCn1c(SCC(=O)NC2CCCCC2)nnc1-c1cc2cccc(OC)c2o1 | -21 | 0 | 2
O=C(CSc1ccc(Cl)cc1)Nc1ccc(N2CCN(C(=O)c3ccco3)CC2)cc1 | 10 | 11 | 1
Cc1ccc(C(=O)Nc2ccc3c(c2)OCO3)cc1S(=O)(=O)N1CCCCC1 | -8 | 5 | -3
CCP(=O)(c1ccccc1)C(C)(C)O (stereo not drawn) | -10 | 3 | -1
CCC(=O)Nc1nnc(C)s1 | -5 | -3 | 0

Exported as labelled records: part of the list above.
Nc1nnc(SCC(=O)Nc2cc(C(F)(F)F)ccc2N2CCOCC2)s1
  PGC1a acetyl inh = -9	miR122 inh = -1	Cneo AK release = -1

CCP(=O)(c1ccccc1)C(C)(C)O (stereo not drawn)
  PGC1a acetyl inh = -10	miR122 inh = 3	Cneo AK release = -1

CCn1c(SCC(=O)NC2CCCCC2)nnc1-c1cc2cccc(OC)c2o1
  PGC1a acetyl inh = -21	miR122 inh = 0	Cneo AK release = 2

New compounds follow
SMILES | PGC1a acetyl inh | miR122 inh | Cneo AK release
CCN(C(=O)CN1CCN(C)CC1)c1cccc2ccccc12 | -12 | 4 | 0
CCCCN1C(=O)c2ccc(C(=O)Nc3cccc(C)c3C)cc2C1=O | 0 | -3 | 0
c1ccc(C(c2nnnn2C2CCCC2)N2CCN(c3ccccc3)CC2)cc1 (stereo not drawn) | 6 | 5 | -2
CCCNC(=S)Nc1ccc(Nc2ccccc2)cc1 | 2 | -3 | 8
CC(C)Sc1nc2sc(-c3ccccc3)cc2c(=O)n1N | 13 | -4 | 4
COCC(C)n1c(C)cc(C(=O)CSc2ccc(NC(C)=O)cc2)c1C (stereo not drawn) | 4 | -6 | -2
O=C(Nc1nc2ccccc2s1)c1cnccn1 | -2 | 0 | 1
O=C(O)C1C2CCC(C2)C1C(=O)Nc1cc(F)ccc1F (stereo not drawn) | -11 | 9 | 2
O=C(Oc1ccc(=O)n(-c2ccccc2)n1)c1cccc(Cl)c1 | 6 | 1 | 0
CC(=O)N1CCN(C(=O)COc2ccc(Br)cc2)CC1 | 6 | -1 | -1
CCOC(=O)Cn1c(=N)n(CCOc2ccc(OC)cc2)c2ccccc21 | 16 | -5 | 2
O=S(=O)(NCC1CCCO1)c1cccc(C(F)(F)F)c1 (stereo not drawn) | 12 | ? | 1

Four structures from above, arranged by number of heavy atoms, low to high.
SMILES | PGC1a acetyl inh | miR122 inh | Cneo AK release
CC(C)Sc1nc2sc(-c3ccccc3)cc2c(=O)n1N | 13 | -4 | 4
Cc1ccc(NC(=O)COC(=O)CN2CSCC2=O)cc1C | 5 | -4 | 0
COc1ccc(Cl)cc1-n1c(=S)sc2c(=O)[nH]c(SCC(=O)NCC3CCCO3)nc21 (stereo not drawn) | 3 | 1 | 6
COCCN1C(=O)C(=O)/C(=C(/O)c2ccc(S(=O)(=O)N3CCOCC3)cc2)C1c1cccc([N+](=O)[O-])c1 (stereo not drawn) | 0 | -8 | 2

(cont.)
SMILES | PGC1a acetyl inh | miR122 inh | Cneo AK release
CCn1c2ccccc2c2cc(NC(=O)CSc3nnnn3-c3ccccc3)ccc21 | 5 | 1 | -1
CC1CCN(c2cc(N3CCOCC3)c(F)cc2[N+](=O)[O-])CC1 | 9 | -4 | 9
Cc1ccc(S(=O)(=O)NC(C)C(=O)NC2CCCCCC2)cc1 (stereo not drawn) | -3 | -4 | -3
Cn1c(Cl)c(/C=N/OC(=O)c2cccc(Cl)c2)c2ccccc21 | -7 | 5 | 1
CCOC(=O)c1c(NC(=O)CSc2nnnn2C)sc(C)c1C | -5 | 2 | 0
CCn1cc(/C=N\NC(=O)c2ccc3c(c2)c(C)c(C)n3Cc2ccccc2)c(C)n1 | -20 | 3 | -1
CCOc1ccc(C(=O)c2ccncc2)cc1 | 1 | 7 | -3
O=C(Cc1ccccc1)Nc1nnc(-c2ccco2)s1 | -18 | -2 | -2
C=CCn1c(SCn2nnc3ccccc3c2=O)nnc1-c1ccc(F)cc1 | 2 | -3 | -3
CC(=O)C1=C(C)OC(N)=C(C#N)C1c1ccncc1 (stereo not drawn) | -24 | 8 | -1
O=C(CSc1ccc(Cl)cc1)OCc1nnc(-c2ccccc2)o1 | 8 | -3 | 0
COC(=O)c1cccc(Nc2nc3ccccc3nc2C)c1 | 9 | 2 | 1
CCOC(=O)N1CCN(S(=O)(=O)c2cccs2)CC1 | -1 | -10 | -1
CS(=O)(=O)Nc1ccc(C(=O)Nc2ccc3c(c2)OCCO3)cc1 | 4 | 1 | 0
O=C(O)C1CCN(c2nc(-c3ccccc3)nc3c2oc2ccccc23)CC1 | -3 | 1 | 2
COc1ccc(S(=O)(=O)N(C)CC(=O)N2CCCCCC2)cc1OC | -5 | 1 | -1
O=C(COC(=O)c1ccncc1)NC(=O)C1CCCCC1 | 14 | -4 | -4
CN(C)c1nc(NS(=O)(=O)c2ccc(Cl)cc2)nc(N(C)C)n1 | 14 | 48 | 0
CN(C)S(=O)(=O)c1cccc(N=c2scc(-c3ccc4c(c3)NC(=O)CO4)n2CC2CCCO2)c1 (stereo not drawn) | 7 | 17 | 0
COc1ccc(/C(=N\O)c2ncc(C(F)(F)F)cc2Cl)cc1 | -9 | 11 | 2
Cc1cc(C)cc(-n2c(C)cc(C(=O)CSc3nnnn3C)c2C)c1 | -9 | 1 | -6
Cc1ccccc1C(=O)/C=C1/c2ccccc2CC(C)(C)N1C | -32 | 1 | 2
O=C(CCCCCn1c(=S)[nH]c2ccccc2c1=O)NCc1ccc2c(c1)OCO2 | 9 | 2 | -1
Cn1c(Cl)c(C(=O)Nc2ccccc2)c2ccccc21 | -10 | 4 | -1

Some of the compounds tested; count on the stated rates, not on these rows.
